Assay outcomes as filed in PubChem BioAssay.
MgcRacGAP inhibition = MgcRacGAP GTPase-activating activity inhibitors, confirmation, biochemical, ADP Hunter fluorescence | MgcRacGAP-stimulated Rac1 GTP hydrolysis, ADP Hunter fluorescence; higher % means a stronger effect; GST-tagged Rac1 F28L mutant substrate | inhibition, % at 30 µM, or IC50 in µM where a hit was titrated | 0.6% of 340,000 active | AID 624330;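 active = first-screen hits whose inhibition reached a set limit at any dose in the follow-up dose series; inconclusive = inhibition above the set first-screen limit but never retested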;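 also: fluorescence reports GDP produced by GAP-driven GTP hydrolysis; strong numbers were not always called active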
Myeloid diff 2 = compounds promoting myeloid differentiation; calls only at 10 µM; 1% of 360,000 active; AID 624256; ER-HoxA9 myeloid progenitors, lysozyme-GFP differentiation, flow cytometry;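 active = normalized GFP-positive differentiation at or above the plate's own cutoff, the solvent-only control mean plus 3 SD; inconclusive = no clear call, values can overlap the other calls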;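 also: cells exposed to compound for four days before flow analysis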
T cell modulator = T cell immune modulation candidate; 2C CD8+ T cell-vesicle binding, flow cytometry; stronger effect = lower value; calls only at 7 µM; 0.068% of 330,000 active; AID 2052;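 active = response, share of CD8 T cells binding vesicles, and their 90th percentile fluorescence all below set limits, cut at about 80% in these data, passing the limit was not always enough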
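Assay system – 2C mouse CD8+ T cells · Also added – QL9-loaded Drosophila micro-vesicles · Timing – Cell–vesicle co-incubation 1.5 h at 37 °C, staining 20 min on ice · Signal – flow cytometry of vesicle-bound cells · Measure – percent CD8+ FL2 mean versus row control · Controls – Peptide-free naked vesicles (low) and QL9 vesicles with 0.7% DMSO vehicle (high)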
T cell modulator vesicle-bound % = recorded beside T cell modulator, whose call it bears; double positive events, %; measured here: CD8+ vesicle-bound cell fraction;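 binding gate set so that unloaded-vesicle control wells show 10% double positive cells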
Myeloid diff 2 GFP+ MAC1+ % = second read-out of Myeloid diff 2, no call of its own (marks repeat the call); GFP+ MAC1+ double positive, %; measured here: differentiation confirmed by MAC1 staining
Numbers without * were called inactive; i = inactive; ? = inconclusive; nt = no result given. The list is partial; the hit share may differ from the screen's.

SMILES | MgcRacGAP inhibition | Myeloid diff 2 | Myeloid diff 2 GFP+ MAC1+ % | T cell modulator | T cell modulator vesicle-bound %
COc1ccccc1N(CCC#N)C(=S)Nc1ccc(S(=O)(=O)N2CCOCC2)cc1 | 11% | i | 0.4 | i | 46
CCN(C(=O)COC(=O)c1ccc[nH]c1=O)c1cccc2ccccc12 | -4% | i | 0.8 | i | 48
Cc1ccc(S(=O)(=O)NCC(=O)OCCOc2ccccc2F)cc1 | 2% | i | 0.2 | i | 50
CCOC(=O)c1c(NC(=O)COC(=O)Cc2n[nH]c(=O)c3ccccc23)sc(C(=O)NC)c1C | 4% | i | 0.9 | i | 26
Cc1ccc(NC(=O)CSc2nc3ccccc3c(=O)[nH]2)cc1[N+](=O)[O-] | 4% | i | 1.3 | i | 57
C=CC[C@@H](CC(=O)N[C@H](CO)Cc1ccccc1)C(=O)N[C@@H](COC(=O)[C@@H](CC=C)Cc1ccc(F)cc1)Cc1c[nH]c2ccccc12 | 10% | i | 2.7 | i | 5
O=C(Nc1cccc(S(=O)(=O)N2CCOCC2)c1)c1ccc(Cl)nc1 | -1% | i | 0.1 | i | 40
Cc1ccc2c(c1)[C@H]1[C@H](CO2)[C@H](c2ccccc2)[C@]2(C)C(=O)N(Cc3ccco3)CC(=O)N12 | 13% | i | 2.2 | i | 25
Cc1nn(CC(=O)NC2CCS(=O)(=O)C2)c(C)c1[N+](=O)[O-] (stereo unspecified) | 0% | i | 1.2 | i | 28
Cc1cccc(NC(=O)NNC(=O)c2ccccn2)c1 | 4% | i | 0.3 | i | 38
COc1ccc(OC)c(NC(=O)c2cc3c(cc2Cl)N2CCCCCC2=NS3(=O)=O)c1 | -2% | i | 1.2 | i | 35
COc1cc(CC(=O)N2CCN(C(=O)C3CCCO3)CC2)cc(OC)c1OC (stereo unspecified) | 1% | i | 0.5 | i | 49
C[C@@H]1CN([C@@H](C)CO)C(=O)c2cc(NS(=O)(=O)c3ccc(Cl)cc3)ccc2O[C@H]1CN(C)Cc1ccncc1 | 8% | i | 0.9 | i | 19
COc1cccc(Oc2ccc(S(=O)(=O)N3CCOCC3)cc2[N+](=O)[O-])c1 | 4% | i | 0.3 | i | 40
O=C1NC[C@H](c2ccccc2)OC(=O)[C@@H](Cc2ccc(F)cc2)CC/C=C/C[C@H]1CC(=O)N(CCO)Cc1ccccc1 | 5% | ? | nt | i | 22
NS(=O)(=O)c1ccc(CNC(=O)C2CCCN2C(=O)c2cccs2)cc1 (stereo unspecified) | 0% | i | 1.6 | i | 32
Cc1cccc(C)c1Nc1nnc(SCC(=O)NCCCN2CCCC2=O)s1 | 9% | i | 1.3 | i | 37
Cc1ccc(S(=O)(=O)N2CC(O)CC2C(=O)OCC(=O)Nc2ccc([N+](=O)[O-])cc2C(F)(F)F)cc1C (stereo unspecified) | 2% | i | 0.3 | i | 52
CN(C)S(=O)(=O)c1ccc(Cl)c(NC(=O)CNC2(C)CCS(=O)(=O)C2)c1 (stereo unspecified) | 6% | i | 0.2 | i | 48
CN(Cc1ccco1)C(=O)CSc1nn2c(=O)c(C(C)(C)C)nnc2s1 | 5% | i | 1.3 | i | 49
NC(=O)C1CCN(c2oc(-c3cccs3)nc2S(=O)(=O)c2ccc(Br)cc2)CC1 | 5% | i | 0.6 | i | 10
C[C@H](CO)N1C[C@H](C)[C@@H](CN(C)CC2CC2)Oc2c(NC(=O)Cc3ccccc3)cccc2C1=O | 4% | i | 0.5 | i | 56
O=C(COC(=O)COc1ccccc1[N+](=O)[O-])Nc1ccc2c(c1)OCO2 | 6% | i | 2.0 | i | 32
Cc1ccccc1-n1nnnc1SCC(=O)NC1CC1 | -6% | i | 1.2 | i | 40
CC1CC(C)CN(C(=O)COC(=O)/C=C/c2ccco2)C1 (stereo unspecified) | 7% | i | 1.0 | i | 52
COCCCNC(=O)CC1C[C@H](C(=O)N2CCOCC2)[C@@]2(C)c3[nH]c4ccccc4c3CCN2C1=O (stereo partly specified) | 9% | i | 0.7 | i | 11
COC(=O)c1cc(NC(=O)COC(=O)CCc2nc3ccccc3c(=O)[nH]2)cc(C(=O)OC)c1 | 6% | i | 1.0 | i | 26
O=S(=O)(NNc1ncc(C(F)(F)F)cc1Cl)c1ccc(F)cc1F | 2% | i | 0.3 | i | 39
Cn1c(SCC(=O)Nc2sccc2C(N)=O)nc2ccccc2c1=O | 2% | i | 2.1 | i | 46
CSc1ncccc1C(=O)Nc1cc(Cl)ccc1N1CCOCC1 | 3% | i | 1.3 | i | 32
CC[C@@]1(C(=O)OC)N[C@H](CN(C)C(=O)Nc2ccc(Cl)cc2)[C@@H]2C(=O)N(C)C(=O)[C@@H]21 | 3% | i | 3.0 | i | 2
CCCCn1c(SCC(=O)N2CCCC2=O)nc2cc(S(N)(=O)=O)ccc21 | 7% | i | 1.2 | i | 43
Cc1cc(NC(=O)CSCC(=O)NC(C)c2ccccc2)no1 (stereo unspecified) | 0% | i | 1.9 | i | 43
CCNC(=O)N(CC)C[C@H]1N[C@@](C)(C(=O)OC)[C@H]2C(=O)N(Cc3ccccc3)C(=O)[C@@H]12 | 0% | i | 1.9 | i | 10
COc1ccc2c(c1)[C@H]1[C@H](CO2)[C@H](c2ccccc2)[C@]2(C)C(=O)N(Cc3ccc(C)cc3)CC(=O)N12 | 7% | i | 1.2 | i | 13
CSc1ncccc1C(=O)OCC(=O)Nc1ccc(N2CCOCC2)cc1 | 0% | i | 0.4 | i | 55

Ordered by number of heavy atoms (low to high): part of the list above
SMILES | MgcRacGAP inhibition | Myeloid diff 2 | Myeloid diff 2 GFP+ MAC1+ % | T cell modulator | T cell modulator vesicle-bound %
CSc1ncccc1C(=O)Nc1cc(Cl)ccc1N1CCOCC1 | 3% | i | 1.3 | i | 32
O=C(COC(=O)COc1ccccc1[N+](=O)[O-])Nc1ccc2c(c1)OCO2 | 6% | i | 2.0 | i | 32
COc1ccccc1N(CCC#N)C(=S)Nc1ccc(S(=O)(=O)N2CCOCC2)cc1 | 11% | i | 0.4 | i | 46

Next part:
SMILES | MgcRacGAP inhibition | Myeloid diff 2 | Myeloid diff 2 GFP+ MAC1+ % | T cell modulator | T cell modulator vesicle-bound %
C=CC[C@H](CC(=O)N(CCO)Cc1ccccc1)C(=O)NC[C@@H](OC(=O)[C@@H](CC=C)Cc1ccc(F)cc1)c1ccccc1 | 4% | ? | nt | i | 14
O=C(CCNC(=O)c1ccco1)NCc1ccc(C(=O)O)cc1 | 10% | i | 1.0 | i | 45
O=C(Cc1csc(-c2ccccc2)n1)NCC(=O)Nc1ccc(F)c(F)c1F | 2% | i | 1.5 | i | 39
O=C1C=C(c2cc3ccccc3s2)C[C@@H](c2ccc(Cl)cc2)C1 | 3% | i | 0.7 | i | 27
O=C(Cn1cnc2c(OCc3ccccc3)ncnc21)NCC1CCCO1 (stereo unspecified) | 3% | i | 0.3 | i | 6
CC1CCCN(S(=O)(=O)c2cc(C(=O)NCc3ccco3)ccc2Cl)C1 (stereo unspecified) | 4% | i | 0.2 | i | 49
Cc1ccc(C(=O)NNC(=O)CSc2nnc3ccccn23)cc1 | 8% | i | 1.1 | i | 36
O=C(COC(=O)CCc1ccc(S(=O)(=O)N2CCOCC2)cc1)Nc1ccccc1[N+](=O)[O-] | 3% | i | 1.4 | i | 50
CCc1cccc(C)c1NC(=O)CSc1n[nH]c(N)n1 | 2% | i | 1.8 | i | 57
Cc1noc(C)c1NC(=O)Nc1cccc2c1O[C@H](CN(C)S(=O)(=O)c1c(C)noc1C)[C@@H](C)CN([C@H](C)CO)C2=O | 6% | i | 1.7 | i | 11
NCc1ccccc1CS(=O)(=O)N1CCOCC1 | 0% | i | 1.3 | i | 37
COc1ccc(C)cc1NC(=O)C1CCCCN1S(=O)(=O)c1ccccc1 (stereo unspecified) | 4% | i | 0.3 | i | 44
OCC1=C[C@@H](O)C2C=CO[C@@H](O[C@@H]3O[C@H](CO)[C@@H](O)[C@H](O)[C@H]3O)C12 (stereo partly specified) | 6% | i | 1.1 | i | 32
NC(=O)C1CCN(c2nc(-c3cccc(N)c3)cs2)CC1 | 15% | i | 1.1 | i | 13
CCC(CO)Oc1cc(NC(=O)c2cccc(OC)c2)c2ncn(C(C)C)c2c1 (stereo unspecified) | 11% | i | 0.1 | i | 13
COc1ccccc1N1CCN(C(=O)c2ccc(Br)o2)CC1 | 1% | i | 0.8 | i | 39
O=C(OCC(=O)N1CCCCCC1)c1ccc[nH]c1=O | -2% | i | 0.9 | i | 55
O=C(c1ccc(N2CCOCC2)c([N+](=O)[O-])c1)N1CCN(c2ccccc2F)CC1 | 1% | i | 0.8 | i | 45
CC(NC(=O)c1ccc([N+](=O)[O-])o1)C1CC2CCC1C2 (stereo unspecified) | -4% | i | 2.3 | i | 30
CC(=NNC(=O)c1cccc(S(=O)(=O)N2CCOCC2)c1)c1ccc(Cl)cc1 | 0% | i | 0.4 | i | 40
O=C(Cn1cnc2c(OCc3ccccc3)ncnc21)NCc1ccccc1 | 9% | i | 0.3 | i | 8
CCN1C(=O)[C@@H]2[C@@H](c3ccc(-c4ccc(F)cc4)c(OC)c3)N3CCC[C@@]3(C(=O)OC)[C@@H]2C1=O | 7% | i | 1.1 | i | 17
O=C(OCC(=O)N1CCc2ccccc2C1)c1c(F)cccc1Cl | 5% | i | 2.2 | i | 38
C=CC[C@@H](CC(=O)N[C@@H](CO)Cc1ccccc1)C(=O)N[C@@H](COC(=O)[C@@H](CC=C)Cc1ccc(F)cc1)Cc1ccccc1 | 12% | i | 0.3 | i | 4
CCOC(=O)[C@@H]1[C@H]2COc3ccc(Br)cc3[C@@H]2N2C(=O)N(c3ccc(OC)cc3)C(=O)[C@@]12C | 8% | i | 1.2 | i | 10
COc1ccc(C(=O)OCC(=O)NCCc2ccc(F)cc2)cc1S(=O)(=O)N1CCOCC1 | 4% | i | 0.3 | i | 10
O=C(CCc1ccc(S(=O)(=O)N2CCOCC2)cc1)Nc1ccccc1F | 1% | i | 1.0 | i | 30
O=C(NNC(=O)C1CC1)c1cc(=O)[nH]c2ccccc12 | 5% | i | 1.4 | i | 26
Cc1nc(NC(=O)CSc2nnc(C3CC3)n2N)c(Cl)cc1Cl | 1% | i | 0.7 | i | 26
COC(=O)C1=CO[C@@H](O[C@@H]2O[C@H](CO)[C@@H](O)[C@H](O)[C@H]2O)C2C1C=C[C@@]2(O)CO (stereo partly specified) | 3% | i | 2.4 | i | 31
CC(=O)c1cccc(NC(=O)COC(=O)C2CCCN2C(=O)c2cccs2)c1 (stereo unspecified) | 2% | i | 1.1 | i | 23
C[C@@H]1CC[C@]2(C(=O)O[C@@H]3O[C@H](CO)[C@@H](O)[C@H](O)[C@H]3O)CC[C@]3(C)C(=CCC4[C@@]5(C)C[C@@H](O)[C@H](O)[C@@](C)(C(=O)O[C@@H]6[C@H](O)C[C@@]7(C)C(CC[C@]8(C)C7CC=C7[C@H]9[C@](C(=O)O[C@@H]%10O[C@H](CO)[C@@H](O)[C@H](O)[C@H]%10O)(CC[C@@H](C)[C@@]9(C)O)CC[C@]78C)[C@@]6(CO)C(=O)O)C5CC[C@]43C)[C@@H]2[C@]1(C)O (stereo partly specified) | -6% | i | 3.4 | i | 8
CC[C@]12c3[nH]c4ccccc4c3CCN1C(=O)C(CC(=O)NCCCOC)C[C@@H]2C(=O)N1CCN(C(=O)C2CC2)CC1 (stereo partly specified) | -3% | i | 1.8 | i | 4
COc1cccc(NC(=O)COC(=O)C2CC2)c1 | -2% | i | 1.5 | i | 42
CC(C)(C)N(Cc1ccccc1)C(=O)COC(=O)c1ccc2ccccc2n1 | 1% | i | 0.9 | i | 34
O=C(CCNC(=O)c1ccc([N+](=O)[O-])cc1)Nc1cccc(S(=O)(=O)N2CCCCCC2)c1 | -8% | i | 0.4 | i | 41

Record cards, as listed above. Order of values: MgcRacGAP inhibition	Myeloid diff 2	Myeloid diff 2 GFP+ MAC1+ %	T cell modulator	T cell modulator vesicle-bound %
O=C(Nc1cccc(S(=O)(=O)N2CCOCC2)c1)c1ccc(Cl)nc1 as listed: -1%	i	0.1	i	40
Cn1c(SCC(=O)Nc2sccc2C(N)=O)nc2ccccc2c1=O as listed: 2%	i	2.1	i	46
O=C1C=C(c2cc3ccccc3s2)C[C@@H](c2ccc(Cl)cc2)C1 as listed: 3%	i	0.7	i	27
CC[C@@]1(C(=O)OC)N[C@H](CN(C)C(=O)Nc2ccc(Cl)cc2)[C@@H]2C(=O)N(C)C(=O)[C@@H]21 as listed: 3%	i	3.0	i	2
